T cell modulator: T cell immune modulators affecting CD8 T cell-vesicle binding | 2C CD8+ T cell-vesicle binding, flow cytometry; active compounds read low | calls only at 7 µM | actives 0.068% (n = 330,000);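 active = response, share of CD8 T cells binding vesicles, and their 90th percentile fluorescence all below set limits, cut at about 80% in these data, passing the limit was not always enough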
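Test system: purified 2C TCR transgenic mouse naive CD8+ T cells. Probe or stimulus: QL9-peptide-loaded Drosophila micro-vesicles bearing Ld, ICAM-1 and B7-1. Incubation: binding step 1.5 h, 37 °C, antibody labelling 20 min, ice. Measured by: flow cytometry of vesicle-bound cells.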
Lipid droplet: modulators of hepatic lipid droplet formation. AID 1656. actives 0.4% (n = 240,000). AML12 mouse hepatocytes, oleate lipid droplets, BODIPY imaging. inhibition, % at 6.5 µM;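 active = lipid droplet intensity inhibited by at least 50%, with more than 500 cells counted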
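Assay system: AML12 mouse liver cells | Compound: 6.5 µM single-point dosing | Schedule: Overnight exposure | Technique: Fluorescence imaging, 20x objective, two fields per well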
bCat nuc transl: modulators of beta-catenin nuclear translocation; HeLa beta-catenin nuclear translocation, immunofluorescence imaging; nuclear translocation activity, % at 5 µM; actives 0.3% (n = 190,000); AID 1665;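 active = nuclear translocation activity above 50% at 5 µM, with a well cell count of 50 or more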;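 also: per-cell ratio of nuclear to cytoplasmic median beta-catenin stain intensity; plate controls were DMSO negative control for no effect and GSK-3 inhibitor IX positive control for full effect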
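Test system: HeLa cells, endogenous beta-catenin; Compound: single 5 µM dose plus 0.02–20 µM confirmation series; Times: compound exposure 24 h at 37°C; Signal: fluorescence imaging of beta-catenin antibody stain plus DAPI; Read-out: % activation, nuclear-to-cytoplasmic median beta-catenin signal ratio per cell.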
PhoP inhibition: inhibitors of PhoP regulon expression, primary screen, Salmonella Typhimurium, GFP reporter (AID 1863); S. Typhimurium PhoP-regulated promoter GFP reporter, 4 h; higher % means a stronger effect; inhibition, % at 50 µM; hits with a dose series show IC50 in µM; actives 0.16% (n = 300,000);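 active = inhibition over 29.93%, a cutoff 3 SD above the screen mean, later confirmed by dose response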;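 also: 0% = low Mg2+ inducing control and 100% = high Mg2+ repressing control; strong numbers were not always called active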
MT stabilize HCS: stabilizes microtubules in HeLa cells; HeLa tubulin immunostaining HCS, 24 h; share of cells brighter than vehicle mean+2SD; % tubulin-high responders, % at 10 µM; actives 0.83% (n = 200,000);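 active = plate Z-score above 3 for both tubulin-high and condensed-nucleus cell shares, with cell loss under 80%, at 10 µM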;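 also: anti alpha tubulin signal scored within the nucleus-defined area of each cell; some results filed as inactive read as strong as hits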
Dynein cargo inh: dynein cargo transport inhibition. actives 0.47% (n = 220,000). z-score, hits read low. 3617.4 mouse cells, GR-EGFP nuclear translocation imaging; test concentration mostly 20 µM; stimulated with dexamethasone, 1 µM; active compounds read low;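 active = plate z-score of nuclear minus cytoplasmic receptor signal below a set negative limit, without overly bright fluorescence or cell loss, cut at about -3.5 in these data, passing the limit was not always enough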;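 also: z-score of nuclear minus cytoplasmic ring GR-EGFP intensity difference per well; some compounds called inactive have numbers as strong as hits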
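Buffer or medium: tet-free, stripped-serum medium; reagent: dexamethasone at 1.0 µM final, 30 min; incubation: 48 h induction, 1 h compound, 30 min dex at 37 °C; measured by: formaldehyde fixation, Hoechst nuclear stain, 10x automated fluorescence imaging; read-out: nuclear-to-cytoplasmic GR-EGFP distribution per well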
Insulin prom up: MIN6 insulin promoter up-regulation | MIN6 insulin promoter-GFP reporter, high-content imaging; active compounds read high | z-score at 5 µM | actives 0.3% (n = 190,000);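 active = z-score above 3 at 5 µM with at least 500 cells counted in the well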
Autophagy HCS: autophagy modulation, high-content screen. actives 0.98% (n = 190,000). calls only at 10 µM (by protocol). MEF GFP-LC3 puncta imaging; test concentration mostly 10 µM. AID 463193;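 active = percentage of spot-positive cells more than 3 SD above its plate mean, without a fluorescence outlier flag or 80% toxicity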;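 also: spot-positive cell cutoff set from DMSO-treated cells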
CSM14.1 death rescue: rescue of cells from ER stress-induced death, primary screen, 384-well, CSM14.1, thapsigargin, ATP luminescence (AID 1222) | 190,000 tested, under 10 active | CSM14.1 thapsigargin-induced death rescue, ATP luminescence; higher % means a stronger effect | cellular ATP content (survival), % at 20 µM; hits with a dose series show EC50 in µM;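 active = EC50 below 50 µM in the dose-response confirmation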;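 also: death triggered by thapsigargin at about 15 µM added after 2 h compound pretreatment; cell ATP read after overnight thapsigargin exposure of roughly 18 to 22 hours; normalized against plate controls of thapsigargin alone and 5% DMSO vehicle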
Dynein cargo inh cytoplasmic EGFP: further read-out of Dynein cargo inh, marked with its call; z-score; measured here: cytoplasmic GR-EGFP intensity; active compounds read high
Dynein cargo inh nuclear GR-EGFP: recorded beside Dynein cargo inh, whose call it bears; z-score; measured here: nuclear GR-EGFP intensity;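 lower value marks the stronger effect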
Dynein cargo inh cell count: recorded beside Dynein cargo inh, whose call it bears; z-score; measured here: cell count per field
Insulin prom up cell count: also measured in Insulin prom up; calls as there; cell count; measured here: cytotoxicity, nuclei count;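 total cells summed across four imaged fields per well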
Lipid droplet cells 6.5 µM: second read-out of Lipid droplet, no call of its own (marks repeat the call); cell count; measured here: cell count, cytotoxicity flag;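 cells counted across two imaged fields per well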
bCat nuc transl cell count 5 µM: further read-out of bCat nuc transl, marked with its call; cell count; measured here: cell count, cytotoxicity flag
T cell modulator vesicle-bound %: second read-out of T cell modulator, no call of its own (marks repeat the call); double positive events, %; measured here: CD8+ vesicle-bound cell fraction;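 binding gate set so that unloaded-vesicle control wells show 10% double positive cells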
MT stabilize HCS Hoechst-high %: also measured in MT stabilize HCS; calls as there; % Hoechst-high responders; measured here: nuclear condensation Hoechst responders;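 share of cells brighter than vehicle mean plus two SD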
MT stabilize HCS cytotoxicity %: also measured in MT stabilize HCS; calls as there; toxicity, %; measured here: cytotoxicity by cell density;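 0% = mean cell density of plate MIN control wells and 100% = no cells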
Autophagy HCS cell loss 18 h: further read-out of Autophagy HCS, marked with its call; toxicity, %; measured here: cell loss, nuclei count;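 cell loss after 18 h compound exposure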
Numbers without * were called inactive.

What do the screens show for `CCOC(=O)/C=C1\SCC(=O)N1CC(=O)NCc1cccc(Cl)c1`?
T cell modulator: inactive; Lipid droplet: -3; bCat nuc transl: 0.0; PhoP inhibition: -1%; MT stabilize HCS: 7.0; Dynein cargo inh: 0.004; Insulin prom up: 0.32; Autophagy HCS: inactive; CSM14.1 death rescue: -0.6%; Dynein cargo inh cytoplasmic EGFP: -0.11; Dynein cargo inh nuclear GR-EGFP: 0.14; Dynein cargo inh cell count: -0.49; Insulin prom up cell count: 1414; Lipid droplet cells 6.5 µM: 652; bCat nuc transl cell count 5 µM: 1081; T cell modulator vesicle-bound %: 21; MT stabilize HCS Hoechst-high %: 1.8; MT stabilize HCS cytotoxicity %: 12; Autophagy HCS cell loss 18 h: 32

What do the screens show for `CCOC(=O)c1c(C)nc2sc3c(=O)n(-c4ccc(OC)cc4)cnc3c2c1-c1ccc(OC)cc1`?
T cell modulator: inactive; PhoP inhibition: 3%; MT stabilize HCS: 3.5; Dynein cargo inh: 1.5; Autophagy HCS: inactive; CSM14.1 death rescue: 6.5%; Dynein cargo inh cytoplasmic EGFP: -0.15; Dynein cargo inh nuclear GR-EGFP: 0.54; Dynein cargo inh cell count: -2.6; T cell modulator vesicle-bound %: 51; MT stabilize HCS Hoechst-high %: 2.0; MT stabilize HCS cytotoxicity %: 5.7; Autophagy HCS cell loss 18 h: 18

Results for CC(C)(C)NC(=O)CSc1n[nH]c(=O)n1-c1ccccc1 ?
T cell modulator: inactive; bCat nuc transl: -3.4; PhoP inhibition: 10%; MT stabilize HCS: 5.0; Dynein cargo inh: 1.5; Autophagy HCS: inactive; CSM14.1 death rescue: -0.5%; Dynein cargo inh cytoplasmic EGFP: -0.17; Dynein cargo inh nuclear GR-EGFP: 0.88; Dynein cargo inh cell count: 0.3; bCat nuc transl cell count 5 µM: 1009; T cell modulator vesicle-bound %: 57; MT stabilize HCS Hoechst-high %: 2.4; MT stabilize HCS cytotoxicity %: 6.4; Autophagy HCS cell loss 18 h: -7

What do the screens show for `CCn1c(Cc2ccccc2)nnc1SCC(=O)N1CCCCC1`?
T cell modulator: inactive; Lipid droplet: -21; bCat nuc transl: -0.5; PhoP inhibition: 0%; MT stabilize HCS: 2.7; Dynein cargo inh: -0.31; Autophagy HCS: inactive; CSM14.1 death rescue: -0.2%; Dynein cargo inh cytoplasmic EGFP: -0.21; Dynein cargo inh nuclear GR-EGFP: -0.2; Dynein cargo inh cell count: -0.55; Lipid droplet cells 6.5 µM: 713; bCat nuc transl cell count 5 µM: 556; T cell modulator vesicle-bound %: 50; MT stabilize HCS Hoechst-high %: 1.4; MT stabilize HCS cytotoxicity %: 0.8; Autophagy HCS cell loss 18 h: 3

What do the screens show for `CCOC(=O)c1cn(CC)c2ccc(Br)cc2c1=O`?
T cell modulator: inactive; bCat nuc transl: -5.1; PhoP inhibition: 1%; MT stabilize HCS: 1.8; Dynein cargo inh: -0.35; Insulin prom up: 0.45; Autophagy HCS: inactive; CSM14.1 death rescue: -2.8%; Dynein cargo inh cytoplasmic EGFP: 0.089; Dynein cargo inh nuclear GR-EGFP: 0.036; Dynein cargo inh cell count: 0.25; Insulin prom up cell count: 1253; bCat nuc transl cell count 5 µM: 958; T cell modulator vesicle-bound %: 33; MT stabilize HCS Hoechst-high %: 1.7; MT stabilize HCS cytotoxicity %: 5.4; Autophagy HCS cell loss 18 h: -9

What do the screens show for `O=S(=O)(c1ccccc1Br)N1CCC(O)(c2cccnc2)CC1`?
T cell modulator: inactive; Lipid droplet: 8; bCat nuc transl: 0.0; MT stabilize HCS: 1.6; Dynein cargo inh: 1.8; Insulin prom up: -0.72; Autophagy HCS: inactive; CSM14.1 death rescue: 0.1%; Dynein cargo inh cytoplasmic EGFP: -0.18; Dynein cargo inh nuclear GR-EGFP: 1.6; Dynein cargo inh cell count: -1.3; Insulin prom up cell count: 1451; Lipid droplet cells 6.5 µM: 631; bCat nuc transl cell count 5 µM: 913; T cell modulator vesicle-bound %: 35; MT stabilize HCS Hoechst-high %: 1.0; MT stabilize HCS cytotoxicity %: 8.1; Autophagy HCS cell loss 18 h: 2

How did N#C/C(=C\c1ccccc1)c1ccccn1 do in these assays?
T cell modulator: inactive; Lipid droplet: -1; bCat nuc transl: -2.8; PhoP inhibition: -1%; MT stabilize HCS: 4.1; Dynein cargo inh: 0.49; Insulin prom up: 0.24; Autophagy HCS: inactive; CSM14.1 death rescue: -0.7%; Dynein cargo inh cytoplasmic EGFP: 0.1; Dynein cargo inh nuclear GR-EGFP: 1.2; Dynein cargo inh cell count: -1.6; Insulin prom up cell count: 1225; Lipid droplet cells 6.5 µM: 677; bCat nuc transl cell count 5 µM: 1045; T cell modulator vesicle-bound %: 6; MT stabilize HCS Hoechst-high %: 1.7; MT stabilize HCS cytotoxicity %: 3.0; Autophagy HCS cell loss 18 h: -2

How did COCCCNC(=O)c1cccc2c(=O)c(C)c(-c3ccccc3)oc12 do in these assays?
T cell modulator: inactive; Lipid droplet: 8; bCat nuc transl: -1.1; PhoP inhibition: -7%; MT stabilize HCS: 5.8; Dynein cargo inh: 0.97; Insulin prom up: 0.03; Autophagy HCS: inactive; CSM14.1 death rescue: -0.8%; Dynein cargo inh cytoplasmic EGFP: -0.22; Dynein cargo inh nuclear GR-EGFP: 0.72; Dynein cargo inh cell count: -0.28; Insulin prom up cell count: 1591; Lipid droplet cells 6.5 µM: 649; bCat nuc transl cell count 5 µM: 1107; T cell modulator vesicle-bound %: 23; MT stabilize HCS Hoechst-high %: 2.1; MT stabilize HCS cytotoxicity %: 15; Autophagy HCS cell loss 18 h: -9

What do the screens show for `CN(C)C(=O)CN1CCN(C(=O)CCl)CC1`?
T cell modulator: inactive; Lipid droplet: -13; PhoP inhibition: -5%; MT stabilize HCS: 1.4; Dynein cargo inh: -0.1; Insulin prom up: 0.58; Autophagy HCS: inactive; CSM14.1 death rescue: -1.2%; Dynein cargo inh cytoplasmic EGFP: -0.34; Dynein cargo inh nuclear GR-EGFP: -0.41; Dynein cargo inh cell count: 0.11; Insulin prom up cell count: 1186; Lipid droplet cells 6.5 µM: 719; T cell modulator vesicle-bound %: 39; MT stabilize HCS Hoechst-high %: 2.0; MT stabilize HCS cytotoxicity %: 4.0; Autophagy HCS cell loss 18 h: -1

How did CCC/C(O)=C1\C(=O)CCCC1=NCCc1ccc(OCC)c(OCC)c1 do in these assays?
T cell modulator: inactive; Lipid droplet: -6; bCat nuc transl: 0.5; PhoP inhibition: -6%; MT stabilize HCS: 2.6; Dynein cargo inh: 0.019; Insulin prom up: -0.95; Autophagy HCS: inactive; CSM14.1 death rescue: -0.1%; Dynein cargo inh cytoplasmic EGFP: -0.24; Dynein cargo inh nuclear GR-EGFP: -0.019; Dynein cargo inh cell count: 0.07; Insulin prom up cell count: 1273; Lipid droplet cells 6.5 µM: 722; bCat nuc transl cell count 5 µM: 1094; T cell modulator vesicle-bound %: 42; MT stabilize HCS Hoechst-high %: 2.4; MT stabilize HCS cytotoxicity %: 7.7; Autophagy HCS cell loss 18 h: -8

What do the screens show for `CCOC(=O)Cc1csc(NC(=O)c2ccc(Cl)nc2)n1`?
T cell modulator: inactive; bCat nuc transl: 1.3; PhoP inhibition: 1%; MT stabilize HCS: 37*; Dynein cargo inh: 0.26; Insulin prom up: -0.25; Autophagy HCS: inactive; CSM14.1 death rescue: -1.0%; Dynein cargo inh cytoplasmic EGFP: -0.18; Dynein cargo inh nuclear GR-EGFP: -0.48; Dynein cargo inh cell count: -0.44; Insulin prom up cell count: 1517; bCat nuc transl cell count 5 µM: 1239; T cell modulator vesicle-bound %: 51; MT stabilize HCS Hoechst-high %: 18*; MT stabilize HCS cytotoxicity %: 33*; Autophagy HCS cell loss 18 h: 4

What do the screens show for `CCOC(=O)Cn1cnc2sc3c(c2c1=O)CCC3`?
T cell modulator: inactive; Lipid droplet: 23; PhoP inhibition: -10%; MT stabilize HCS: 2.8; Dynein cargo inh: -0.031; Insulin prom up: 0.64; Autophagy HCS: inactive; CSM14.1 death rescue: -0.4%; Dynein cargo inh cytoplasmic EGFP: -0.22; Dynein cargo inh nuclear GR-EGFP: 0.013; Dynein cargo inh cell count: 0.67; Insulin prom up cell count: 1318; Lipid droplet cells 6.5 µM: 698; T cell modulator vesicle-bound %: 19; MT stabilize HCS Hoechst-high %: 1.8; MT stabilize HCS cytotoxicity %: 5.4; Autophagy HCS cell loss 18 h: 1

What do the screens show for `CCCn1nnc(NC(=O)c2ccc3c(c2)OCO3)n1`?
T cell modulator: inactive; Lipid droplet: 10; bCat nuc transl: 0.5; PhoP inhibition: -2%; Dynein cargo inh: 0.65; Insulin prom up: 0.18; Dynein cargo inh cytoplasmic EGFP: -0.19; Dynein cargo inh nuclear GR-EGFP: -0.085; Dynein cargo inh cell count: -1.2; Insulin prom up cell count: 951; Lipid droplet cells 6.5 µM: 649; bCat nuc transl cell count 5 µM: 1387; T cell modulator vesicle-bound %: 33
